# TRHR enhancer = allosteric enhancers of human TRH receptor; P34981; TRHR cells, fluo-8 calcium fluorescence, EC20 TRH enhancement; enhancement, % at 2 µM; 0.66% of 360,000 active; in the data active = enhancement above about 30%; note: 0% is about no effect
#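 TRHR-expressing cells loaded with fluo-8 calcium dye were read kinetically (ex 480/em 530) during compound addition, then stimulated with an EC20 of TRH (10 nM final). Enhancement of the Gq-mediated intracellular calcium response was scored.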
# USP1 inh = blocks the human USP1/UAF1 deubiquitinase complex; recombinant USP1/UAF1, Ub-Rhodamine cleavage fluorescence; Potency, µM (highest dose often 57.1 µM), for inactives: top-dose activity change, negative = inhibition, usual class: inhibitors; 0.23% of 390,000 active; AID 743255; note: potency is the fitted concentration of half-maximal effect; % is set by controls: 0 for no effect and ±100 for the full control effect; nearly all actives have a fitted effect of over 60% in size; inactives centre near -12
#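 USP1/UAF1 complex (1 nM) preincubated 15 min at room temperature with compound, then Ub-Rho substrate (150 nM final) added. Kinetic fluorescence at 480/540 nm over 6 reads at 60 s intervals; 50 mM HEPES pH 7.8, 0.5 mM EDTA, 0.1 mg/ml BSA, 1 mM TCEP, 0.01% Tween-20.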
# PI4K2A inh = blocks human PI4K2A kinase activity; Q9BTU6; 0.13% of 420,000 active; AID 1346378; activity change, negative = inhibition, % at 76.9 µM; purified PI4K2A, ADP-Glo luminescence, 1 h; hits give low values; in the data active = activity change below about -50%; inconclusive = mostly about -30% to -49%;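 note: -100% = wells without enzyme as full effect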
#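 PI4K2A activity was measured by ADP-Glo luminescence: enzyme (4 ug/mL stock) and phosphatidylinositol (1.2 mM stock) in Tris pH 7.5/MgCl2/EGTA/Triton X-100 buffer were reacted with ATP (300 microM stock) for one hour at ambient temperature.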
# TRHR ag = TRH receptor (human) agonism | TRHR cells, calcium flux fluo-8, FDSS agonist mode | activation, % at 2 µM | 0.18% of 360,000 active; in the data active = activation above about 30%; note: 0% is about no effect
#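 Fluo-8-loaded TRHR cells; 10 s baseline, compound added, kinetic Ca2+ fluorescence read 1/s, agonist mode.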
# rTrxR1 inhibitor = blocks rat thioredoxin reductase 1 | O89049 | recombinant rTrxR1, NADPH fluorescence consumption, selenite substrate | Potency, µM (top dose mostly 114 µM), without a hit: at the top dose activity change, negative = inhibition, hits mostly inhibitors | 1% of 390,000 active | AID 588453; note: potency is the fitted concentration of half-maximal effect; % is set by controls: 0 for no effect and ±100 for the full control effect; nearly all actives have a fitted effect of over 65% in size
# Target sequence (O89049 whole entry, looked up): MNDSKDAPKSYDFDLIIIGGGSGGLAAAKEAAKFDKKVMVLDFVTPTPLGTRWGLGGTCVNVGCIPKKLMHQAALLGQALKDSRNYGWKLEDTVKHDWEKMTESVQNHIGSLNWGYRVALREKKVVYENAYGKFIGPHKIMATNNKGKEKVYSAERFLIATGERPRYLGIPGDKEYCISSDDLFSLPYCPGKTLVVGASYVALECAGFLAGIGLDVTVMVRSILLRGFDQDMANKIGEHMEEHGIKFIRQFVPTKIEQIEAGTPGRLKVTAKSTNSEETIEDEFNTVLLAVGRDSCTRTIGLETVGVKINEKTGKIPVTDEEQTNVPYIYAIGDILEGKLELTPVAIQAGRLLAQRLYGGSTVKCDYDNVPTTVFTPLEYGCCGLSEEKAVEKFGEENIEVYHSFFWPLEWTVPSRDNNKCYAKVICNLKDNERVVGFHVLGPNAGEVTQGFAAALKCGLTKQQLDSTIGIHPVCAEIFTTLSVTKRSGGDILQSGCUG
#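 Rat TrxR1 (90 nM in the dispensed reagent) was pre-reduced with 400 uM NADPH for 5 min at room temperature, then incubated with compound for 15 min. After 400 uM selenite was added, NADPH fluorescence (Ex 340/Em 450 nm) was followed for 8 min.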
# D2 antagonist = antagonizes the human D2 dopamine receptor; P14416; HEK293 TREx D2 cells, calcium flux, dopamine EC80; inhibition, % at 10 µM; 2% of 340,000 active; AID 485344; in the data active = inhibition above about 30%; note: 0% is about no effect
#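 In this primary screen, negative modulation is detected by tracking calcium flux after an EC80 dopamine challenge in inducible HEK293 T-REx D2 cells preexposed to test compound for 180 s.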
# mIDH1 inhibitor = inhibitors of human mutant IDH1 R132H; O75874; IDH1-R132H enzyme, NADPH consumption, diaphorase/resazurin fluorescence; Potency, µM (series often up to 76.6 µM), for inactives: top-dose activity change, negative = inhibition, usual class: inhibitors; 0.093% of 390,000 active; note: potency is the fitted concentration of half-maximal effect; % is set by controls: 0 for no effect and ±100 for the full control effect; nearly all actives have a fitted effect of over 65% in size
# Target sequence (O75874 whole entry R132H, stated change not applied): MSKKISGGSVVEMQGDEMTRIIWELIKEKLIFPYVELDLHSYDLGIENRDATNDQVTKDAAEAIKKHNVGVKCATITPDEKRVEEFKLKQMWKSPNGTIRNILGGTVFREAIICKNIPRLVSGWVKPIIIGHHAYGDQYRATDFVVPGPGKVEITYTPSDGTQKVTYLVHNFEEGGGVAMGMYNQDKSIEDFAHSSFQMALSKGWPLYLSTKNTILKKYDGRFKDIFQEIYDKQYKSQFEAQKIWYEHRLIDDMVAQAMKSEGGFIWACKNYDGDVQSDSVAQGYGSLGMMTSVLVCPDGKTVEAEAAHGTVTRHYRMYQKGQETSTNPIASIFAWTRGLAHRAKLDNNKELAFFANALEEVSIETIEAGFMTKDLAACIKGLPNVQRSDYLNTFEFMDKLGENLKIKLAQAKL
#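 IDH1-R132H (0.5 ug/mL) preincubated 30 min with compound, then NADPH (0.016 mM) and alpha-KG (2 mM) added; 80 min at RT, pH 7.5. Remaining NADPH coupled via diaphorase/resazurin to fluorescence (540/590 nm); concentration-response curves normalized to no-enzyme control.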
# TrxR1 substrate = rat thioredoxin reductase 1 substrate activity | O89049 | purified TrxR1 substrate turnover, NADPH consumption readout | Potency, µM (series often up to 114 µM), for inactives: at the top dose activity change, negative = substrate turnover | 0.01% of 390,000 active; note: potency is the fitted concentration of half-maximal effect; % is set by controls: 0 for no effect and ±100 for the full control effect; nearly all actives have a fitted effect of over 50% in size
#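 Rat TrxR1, dispensed at 90 nM, was prereduced with 400 uM NADPH (final) for 5 min at ~22 deg C, then incubated with compound 15 min before 400 uM selenite. A first-read NADPH fluorescence drop versus no-compound background flagged substrates.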
# D2 ag = activates the human D2 dopamine receptor. P14416. HEK293 T-REx D2 cells, calcium flux agonist mode. activation, % at 2 µM. 0.53% of 340,000 active. AID 485358;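 active = activation over 3 SD above normal in the single-dose calcium agonist read, cut at about 30% in these data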; note: 0% is about no effect
#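 Agonism scored from kinetic calcium signal (1 read/sec, 180 s) following compound pin transfer, after a 10 s baseline. Cells: HEK293 Trex line expressing inducible D2 receptor coupled to calcium, dye-loaded after overnight culture at 30 C.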
# Active calls of the source: *; ? = inconclusive; . = no result given; [ ] = remark or other dose. Unless noted, calls come from the whole dose curve; as a rule, active = well fitted inhibition curve with a large enough effect; inconclusive = small, poorly fitted or top-dose-only effect; inactive = no such curve, though single readings can be large or run the other way.
# The line under a structure holds: TRHR enhancer	USP1 inh	PI4K2A inh	TRHR ag	rTrxR1 inhibitor	D2 antagonist	mIDH1 inhibitor	TrxR1 substrate	D2 ag
N#Cc1ccccc1Cn1c(=O)n(CCCCC(=O)NCc2ccc3c(c2)OCO3)c(=O)c2ccccc21
    8	-11%	-11	-1.1	5%	.	-3%	-6%	0.9
O=C(Nc1cccc(Br)c1)c1ccc2c(c1)SC1=NS(=O)(=O)CCN12
    -2	-2%	-4	0.4	17%	14	-3%	-9%	-1.8
CCOC(=O)[C@@H]1[C@H]2COc3ccc(Br)cc3[C@H]2N2C(=O)N(c3ccc(Cl)cc3)C(=O)[C@@]12C
    0	-12%	-6	0.2	16%	21	-10%	3%	0.7
CC1(C)Cc2c(c(N3CCOCC3)nc3sc4c(NCCN5CCOCC5)nnnc4c23)CS1
    0	-10%	1	-0.7	0%	-16	1%	-7%	-1.5
C=CCOC(=O)C1=C[C@@H](c2ccccc2)[C@H](CCCO)[C@@H](OCC)O1
    3	16%	-3	-0.4	-6%	-9	4%	-9%	0.0
O=C(N/N=C/c1ccc(O)c(O)c1)c1cccc(S(=O)(=O)N2CCCC2)c1
    -1	-2%	-5	0.2	-2%	3	-5%	-5%	1.0
O=c1cc(O)c2sc(Nc3ccc(F)cc3)nc2[nH]1
    1	-5%	-12	0.7	?	-8	17%	-9%	2.6
CCc1ccc(CNC(=O)CCCN2C(=O)CCn3nc(-c4cccn4C)cc32)cc1
    4	-32%	6	-0.5	9%[57.1 µM]	.	-7%	-1%[57.1 µM]	-1.5
COC(CNC(=O)c1ccc2c(c1)nc(C)n2-c1cc(C)cc(C)c1)OC
    -7	-25%	-8	-1.2	-1%	-14	-4%	-4%	0.7
COc1cccc(CNC(=O)c2c(C)nn(-c3ccc(F)cc3)c2-n2cccc2)c1
    -2	-28%	-3	0.4	25%	.	-4%	-1%	-0.3
CCC1CCC2(CC1)NC(=O)N(CC(=O)Nc1ccc(OC)c(Cl)c1)C2=O (centres undefined)
    14	-15%	-2	0.0	22%	-4	13%	-1%	0.6
CCOC(=O)C(NC(C)=O)(Nc1ccc(S(=O)(=O)Nc2onc(C)c2C)cc1)C(F)(F)F (centres undefined)
    -3	-11%	3	0.9	11%	-23	4%	9%	2.5
CC(C)(C)n1ncc2c(=O)n(CC(=O)c3ccc(Cl)cc3)cnc21
    -7	-6%	0	-0.7	-5%	-12	5%	-1%	-0.2
CN(c1ccccc1)S(=O)(=O)c1cccc(NC(=O)c2ccc(Cl)c([N+](=O)[O-])c2)c1
    .	-2%	4	.	-24%	.	4%	-14%	.
CCc1c(SCCC(=O)O)nc2ccccc2c1C
    6	-12%	0	0.1	22%[57.1 µM]	16	0%	4%[57.1 µM]	-2.1
COCCN1CCN(C(=O)c2cc(COc3ccc(F)cc3Cl)on2)CC1
    -1	-12%	2	0.1	-8%	11	3%	-6%	0.7
COc1cc(C(=O)OCCNC(=O)c2cccnc2)cc(OC)c1OC
    .	3%	-19	.	-7%	.	1%	3%[57.1 µM]	.
CC(=O)c1cccc(NC(=O)COC(=O)CCC(=O)c2cccs2)c1
    -2	-16%	0	-0.1	7%[57.1 µM]	2	1%	8%[57.1 µM]	0.0
CC1=C(C(=O)Nc2cccnc2)C(c2ccc3c(c2)OCO3)C2=C(CCCC2=O)N1 (centres undefined)
    -2	-7%	-2	-0.1	6%	19	7%	25%	0.4
O=C(Nc1ccc(C(=O)N2CCCC2)cc1)c1ccc2c(c1)OCO2
    -2	-8%	-7	-0.4	25%[57.1 µM]	.	5%	-4%	.
COc1cccc(CN2C(=O)c3ccccc3Sc3ccc(C(=O)NCCc4ccc(Cl)cc4)cc32)c1
    18	-18%	-8	2.4	23%	.	8%	8%	0.7
CN1C(=O)CC(N2CCN(c3ccccn3)CC2)C1=O (centres undefined)
    3	-10%	0	-0.6	-13%	1	1%	-7%	0.1
Cc1ccc(NS(=O)(=O)c2ccc3c(c2)CCN3C(=O)C2CC2)c(C)c1
    -2	-31%	-4	-0.3	6%	.	0%	-2%	0.3
CCOC(=O)N1CCN(C(=O)CS(=O)(=O)Cc2nc(-c3cccc(OC)c3)oc2C)CC1
    3	-5%	-3	0.2	57%[activator][57.1 µM]	-2	0%	12%[57.1 µM]	-0.6
O=C(Nc1cc(S(=O)(=O)Nc2ccc(Cl)cc2)ccc1N1CCCCC1)c1ccc(F)cc1
    0	?	-4	0.6	-14%	4	5%	-5%	-0.1
CC1C(=O)C(C)C(c2ccc(Br)cc2)NC1c1ccc(Br)cc1 (centres undefined)
    1	-20%	-4	0.8	18%	18	3%	8%	-1.2
COc1ccc(NC(=O)COC(=O)CCC2CCCC2)c(OC)c1
    .	-31%	6	.	16%	.	15%	4%	.
COC(=O)C1=C(C)NC(c2c(O)ccc3ccccc23)C(C(=O)OC)=C1C (centres undefined)
    9	-10%	-1	0.6	-13%	8	-1%	-13%	3.3
CCCn1c(N)c(Sc2ccccc2)c(=O)n(CCC)c1=O
    9	-21%	-1	0.0	17%	49*	1%	10%	-0.1
O=C(O)c1cc(-c2ccc3c(c2)OCO3)nc2ccc(Cl)cc12
    33*	-11%	-4	-0.3	-13%	6	16%	-3%	0.6

# Of the compounds above, these have fluorine:
# The line under a structure holds: TRHR enhancer	USP1 inh	PI4K2A inh	TRHR ag	rTrxR1 inhibitor	D2 antagonist	mIDH1 inhibitor	TrxR1 substrate	D2 ag
O=c1cc(O)c2sc(Nc3ccc(F)cc3)nc2[nH]1
    1	-5%	-12	0.7	?	-8	17%	-9%	2.6
COc1cccc(CNC(=O)c2c(C)nn(-c3ccc(F)cc3)c2-n2cccc2)c1
    -2	-28%	-3	0.4	25%	.	-4%	-1%	-0.3
CCOC(=O)C(NC(C)=O)(Nc1ccc(S(=O)(=O)Nc2onc(C)c2C)cc1)C(F)(F)F (centres undefined)
    -3	-11%	3	0.9	11%	-23	4%	9%	2.5
COCCN1CCN(C(=O)c2cc(COc3ccc(F)cc3Cl)on2)CC1
    -1	-12%	2	0.1	-8%	11	3%	-6%	0.7
O=C(Nc1cc(S(=O)(=O)Nc2ccc(Cl)cc2)ccc1N1CCCCC1)c1ccc(F)cc1
    0	?	-4	0.6	-14%	4	5%	-5%	-0.1

# Next part:
# The line under a structure holds: TRHR enhancer	USP1 inh	PI4K2A inh	TRHR ag	rTrxR1 inhibitor	D2 antagonist	mIDH1 inhibitor	TrxR1 substrate	D2 ag
COC(=O)c1ccccc1NC(=O)Cn1nnc(-c2ccc3c(c2)OCO3)n1
    -4	-14%	2	2.5	-5%	7	4%	-4%	-0.1
CCCCC(=O)N1CCN(c2nc3c(C)c(C)ccc3s2)CC1
    -1	-40%	6	-0.2	2%[57.1 µM]	.	4%	-5%[57.1 µM]	1.0
COc1ccc(C)cc1NC(=O)Cn1cnnn1
    12	4%	8	0.4	6%	3	-1%	-6%	1.4
CCCC(=O)Nc1ccc(NC(=O)c2ccccc2OC)cn1
    -6	0%	2	1.2	-13%	.	1%	-1%	.
COc1ccc(NCc2cc3ccc(OC)cc3n(CC(=O)Nc3cc(Cl)ccc3C)c2=O)cc1
    -3	?	14	-0.5	39%	.	-3%	6%	0.0
CC(C)N1C(=O)C(=O)N(CC(=O)N(C)c2ccccc2)C1=O
    2	-24%	-4	0.3	6%	-4	-3%	-1%	1.7
CCn1cc(C(=O)OCC(=O)Nc2cccc(C)c2)c(=O)c2ccc(C)nc21
    1	-8%	4	-1.1	8%	-5	11%	-1%	-0.7
CCN(CC)S(=O)(=O)c1ccc2nc(SC)sc2c1
    -1	-5%	-4	0.0	2%	-30	-3%	-4%	-0.2
C=CCn1c(-c2ccc(Cl)cc2)cnc1SC(C)C(=O)NC(N)=O (centres undefined)
    1	-2%	1	-0.5	22%[57.1 µM]	6	3%	-14%[57.1 µM]	0.0
NC(=O)c1cccc2cc3ccccc3cc12
    -3	-4%	2	-0.6	27%[57.1 µM]	12	2%	37%[activator][57.1 µM]	4.1
O=C(CCCO)NC1Cc2ccccc2C1
    -2	-13%	-3	0.2	21%[57.1 µM]	5	7%	12%	0.4
CC(CCc1ccccc1)NC(=O)COC(=O)c1ccc(NC(=O)CC#N)cc1 (centres undefined)
    -1	-15%	-1	1.5	15%	5	5%	5%	0.4
Cc1nn(-c2ccccc2)c(C)c1NC(=O)c1ccc(S(=O)(=O)N2CCCC2)cc1
    2	-4%	2	0.5	-1%	7	1%	4%	-0.9
c1ccc2c(c1)C(=Nn1cnnc1)c1ccccc1-2
    -4	-13%	-13	0.6	46%[activator][57.1 µM]	-4	7%	10%[57.1 µM]	-0.1
O=c1oc2c(-c3ccc([N+](=O)[O-])cc3)cc(O)cc2s1
    0	-7%	-19	1.5	9%	0	-17%	-1%	0.8
COc1cc(C)nc(NS(=O)(=O)c2ccc(C)cc2)n1
    -10	-21%	0	2.2	7%[57.1 µM]	16	15%	-8%[57.1 µM]	-0.4
CCC(=O)Nc1nc(-c2ccc3c(c2)CC(C)N3S(C)(=O)=O)cs1 (centres undefined)
    -8	-18%	1	0.1	8%	13	3%	-7%	0.5
CSc1nnc(N(CCC#N)CCC#N)s1
    -5	-5%	-1	0.4	-8%	-2	1%	-2%	1.3
Cc1cccc(Cn2c(-c3cccc(Br)c3)nc3ccccc32)c1
    2	-15%	3	0.5	6%[57.1 µM]	.	-4%	-4%[57.1 µM]	.
COc1cc2[nH]c3c(N4CCN(c5ccc(Cl)cc5)CC4)ncnc3c2cc1OC
    7	-25%	0	-0.5	23%	-17	-2%	36%[activator]	-0.5
Cn1c(CSCc2ccc(Cl)cc2)nnc1SCC(=O)Nc1nc2ccccc2s1
    -1	-5%	2	0.1	43%[activator]	10	6%	14%	0.7
CCc1ccc(N2CC(C(=O)OCC(=O)Nc3cc(C)on3)CC2=O)cc1 (centres undefined)
    0	-9%	-4	0.1	10%	-16	0%	2%	0.5
Cc1cccc(C)c1NC(=O)CN(C)C(=O)c1ccccc1Cc1ccccc1
    -14	-17%	4	-0.3	-3%	0	14%	-5%	0.2
